High-throughput results as filed in PubChem BioAssay.
KDM5B inhibitor: blocks human KDM5B histone demethylase activity; Q9UGL1; KDM5B demethylase, FDH-coupled NADH fluorescence (FDH is formaldehyde dehydrogenase); Potency, µM (highest dose often 57.7 µM), for the others: top-dose activity change, negative = inhibition, actives largely listed as inhibitors; 2.6% of 220,000 active; AID 1347165; active = well fitted inhibition curve with a large enough effect; inconclusive = small, poorly fitted or top-dose-only effect; inactive = no such curve, though single readings can be large or run the other way; note: 0% is about no effect; nearly all actives have a fitted effect of over 70% in size
Target sequence (Q9UGL1 whole entry, looked up): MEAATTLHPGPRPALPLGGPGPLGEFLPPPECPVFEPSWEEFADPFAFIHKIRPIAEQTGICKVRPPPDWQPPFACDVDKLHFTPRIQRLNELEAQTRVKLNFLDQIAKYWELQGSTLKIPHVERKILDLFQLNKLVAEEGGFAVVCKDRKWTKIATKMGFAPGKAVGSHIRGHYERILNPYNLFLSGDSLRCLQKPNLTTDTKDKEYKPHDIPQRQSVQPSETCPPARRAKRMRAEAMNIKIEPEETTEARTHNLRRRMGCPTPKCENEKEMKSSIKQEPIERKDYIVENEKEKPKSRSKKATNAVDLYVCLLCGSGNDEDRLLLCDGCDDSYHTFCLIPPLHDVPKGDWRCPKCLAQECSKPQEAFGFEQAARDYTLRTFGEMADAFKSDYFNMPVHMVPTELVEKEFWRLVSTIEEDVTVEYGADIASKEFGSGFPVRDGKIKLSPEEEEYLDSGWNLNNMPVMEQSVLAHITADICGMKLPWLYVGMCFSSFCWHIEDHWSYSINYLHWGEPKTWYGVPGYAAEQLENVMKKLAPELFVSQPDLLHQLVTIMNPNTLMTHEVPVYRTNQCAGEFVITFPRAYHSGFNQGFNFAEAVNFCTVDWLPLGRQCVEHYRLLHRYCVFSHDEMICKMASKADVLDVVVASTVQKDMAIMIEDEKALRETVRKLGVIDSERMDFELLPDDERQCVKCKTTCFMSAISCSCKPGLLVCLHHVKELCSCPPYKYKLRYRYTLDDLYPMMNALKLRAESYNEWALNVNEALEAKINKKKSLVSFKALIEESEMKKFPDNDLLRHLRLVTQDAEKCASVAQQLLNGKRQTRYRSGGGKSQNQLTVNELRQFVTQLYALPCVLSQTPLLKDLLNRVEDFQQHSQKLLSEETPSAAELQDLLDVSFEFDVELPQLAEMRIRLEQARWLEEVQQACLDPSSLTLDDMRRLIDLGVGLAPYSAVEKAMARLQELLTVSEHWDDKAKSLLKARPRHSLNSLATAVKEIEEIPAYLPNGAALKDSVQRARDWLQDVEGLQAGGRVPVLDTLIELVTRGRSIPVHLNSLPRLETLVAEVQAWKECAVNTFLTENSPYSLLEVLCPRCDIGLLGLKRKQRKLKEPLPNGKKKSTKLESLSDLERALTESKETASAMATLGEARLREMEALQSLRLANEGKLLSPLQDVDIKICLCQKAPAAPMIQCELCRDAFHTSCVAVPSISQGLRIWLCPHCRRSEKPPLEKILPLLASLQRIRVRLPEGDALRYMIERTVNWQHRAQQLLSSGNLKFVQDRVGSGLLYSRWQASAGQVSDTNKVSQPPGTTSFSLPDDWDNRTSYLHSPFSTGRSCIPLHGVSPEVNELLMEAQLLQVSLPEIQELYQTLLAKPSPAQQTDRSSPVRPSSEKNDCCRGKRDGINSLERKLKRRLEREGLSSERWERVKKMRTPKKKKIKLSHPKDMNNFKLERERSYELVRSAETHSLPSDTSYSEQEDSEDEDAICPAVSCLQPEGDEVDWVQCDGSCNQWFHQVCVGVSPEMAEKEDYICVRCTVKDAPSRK
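Compound dilutions met 200 nM (final) KDM5BΔAP for 10 min at room temperature before substrate addition. The substrate mix held 12.5 µM H3K4me3 with cofactors 25 µM α-ketoglutarate and 50 µM Fe²⁺. NADH signal gain over 30 min defined activity.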
An asterisk follows results filed as active; ? = inconclusive; [ ] = another dose, or the depositor's remark. Potency is the fitted concentration of half-maximal effect. Not all compounds are listed; the hit share may differ from the screen's.

Start of the data: the first seven records, to show the layout:
SMILES | KDM5B inhibitor
CN1CCN(CCCNC(=O)c2c(OCC3CC3)cc(=O)n3c2CCOCC3)CC1 | 8%
Cc1ccc(Nc2nc(-c3ccc(C)cc3C)cs2)cc1 | -19%
COc1ccc2nc3sc(C(=O)Nc4ccccc4F)cc3cc2c1 | ?
CC(=O)OCn1ncc(N2CCOCC2)c(Br)c1=O | 37%
Cc1cc(Br)ccc1NC(=O)CN(C)Cc1nc2ccccc2o1 | 14%
COc1ccc(C)cc1NC(=O)C(=O)NCCc1sc(-c2ccc(Cl)cc2)nc1C | -11%
CC(=O)c1ccc(NC(=O)CSc2nccn2Cc2ccc3c(c2)OCO3)cc1 | -34%

The whole of this part, repeating the preview:
SMILES | KDM5B inhibitor
CN1CCN(CCCNC(=O)c2c(OCC3CC3)cc(=O)n3c2CCOCC3)CC1 | 8%
Cc1ccc(Nc2nc(-c3ccc(C)cc3C)cs2)cc1 | -19%
COc1ccc2nc3sc(C(=O)Nc4ccccc4F)cc3cc2c1 | ?
CC(=O)OCn1ncc(N2CCOCC2)c(Br)c1=O | 37%
Cc1cc(Br)ccc1NC(=O)CN(C)Cc1nc2ccccc2o1 | 14%
COc1ccc(C)cc1NC(=O)C(=O)NCCc1sc(-c2ccc(Cl)cc2)nc1C | -11%
CC(=O)c1ccc(NC(=O)CSc2nccn2Cc2ccc3c(c2)OCO3)cc1 | -34%
COc1ccc(CC(=O)N(C)C2CCc3ccccc3C2)cc1 (stereo not given) | 7%[86.2 µM]
CN1C(=O)CS(=O)(=O)C12CCN(C(=O)c1ccc(Cl)cc1)CC2 | 9%
CC(C)c1ccc(N2CC(C(=O)NCc3nc(C(C)C)no3)CC2=O)cc1 (stereo not given) | 10%
O=S(=O)(NC1CCCCC1)c1ccc(Br)s1 | -2%
O=C(Nc1cnc(-c2ccccc2)nc1)c1ccccc1 | -17%
COc1ccc(C(C)NC(=O)c2ccc(Cn3ccn4nc5c(c4c3=O)CCCC5)cc2)cc1 (stereo not given) | ?
Cc1cccc(N2CCN(C(=O)CN3CCSc4ccccc43)CC2C)c1 (stereo not given) | -16%
Cc1ccc(S(=O)(=O)N2CCN(C(=O)COC(=O)c3cccc4ccccc34)CC2)c(C)c1 | -30%
Cc1ccccc1NS(=O)(=O)c1nnc(NC(=O)CC(C)C)s1 | 4%
N#Cc1ccc(C(=O)N2C[C@@H]3C[C@H](C2)c2c(/C=C/c4ccc(Cl)cc4)ccc(=O)n2C3)cc1 | 12%
N#Cc1nc(COc2ccc(F)cc2)oc1NCc1ccc(F)cc1 | -25%
Cc1ccc(-c2cnc(CCC(=O)Nc3nc4ccccc4s3)o2)cc1C | 10%
O=C(CSc1nccn1Cc1ccccc1)NCc1ccc(F)cc1 | 3%
CCC(=O)N1CCc2cc(S(=O)(=O)NC(CC(C)C)C(=O)NCCc3cccc(C)c3)ccc21 (stereo not given) | 11%
Cn1nc(C(=O)NC2CCN(c3cc(-c4cccs4)[nH]n3)C2)c2ccccc21 (stereo not given) | ?
Cc1cccc(NC(=O)C2CCN(S(=O)(=O)c3c(C)noc3/C=C/c3ccco3)CC2)c1 | ?
COc1ccc(NC(=O)C(C)(C)Oc2nn(C(C)C)c3ccc(CN4CCOCC4)cc23)cc1 | ?
COc1cc(Cl)c(C)cc1NC(=O)c1cc(=O)n2c(nc3ccccc32)s1 | -4%
CC(Sc1nc(CN2CCOCC2)nc2ccccc12)C(=O)NC1CCCCCC1 (stereo not given) | 23%
O=C(O)CCCC(=O)Nc1ccc(Oc2ncnc3cc(Cl)ccc23)nc1 | -1%
COc1ccc(NC(=O)c2c(-c3ccc(C)cc3)nnc3ccccc23)cc1OC | -6%
CN1CCC2(C1)CN(CC1CC1)c1ccc(C(=O)NCc3cccs3)cc12 (stereo not given) | ?
CCNC(=S)NNc1ccccc1 | -17%
COCc1ccc2c(c1)c(OC(C)(C)C(=O)Nc1cccnc1)nn2Cc1cccnc1 | -15%[86.2 µM]
O=C(NC(c1ccccc1)c1ccc2c3c(cccc13)CC2)c1cccc(F)c1 (stereo not given) | -17%
C[C@]1(CO)[C@H]2Cc3sc(NC(=O)c4ccco4)nc3[C@@H](CC(=O)NC3CCCC3)[C@]2(C)CC[C@H]1O | -18%
CCOC(=O)c1c(CN(C)C)n(C)c2c(O)c(N=NC(N)=O)c3ccc(Br)cc3c12 | ?
CC1(C)C2CCC1(C)C(OC(=O)CNc1ccccc1)C2 (stereo not given) | 25%
Cc1ccc(-c2cnc(SCC(=O)Nc3cccc(F)c3)o2)cc1C | -21%
Cc1ccc(NC(=O)C(c2ccccc2)C2CCCC2)cc1C (stereo not given) | -11%
CC(=O)Nc1ccc(NC(=O)c2ccc(C#CC3(O)CCCCC3)cc2)cc1 | 80%[activator]
O=C(c1cn[nH]c1-c1ccc(F)cc1)N1CCCC(Cc2noc(-c3ccccc3)n2)C1 (stereo not given) | -22%
O=C(NCCC12CC3CC(CC(C3)C1)C2)C1CCCCC1 | 20%
O=C(NCc1cccs1)c1ccccn1 | 11%
CC(C)(C)c1coc([C@@H]2COCCN2C2CCCCC2)n1 | 7%[115 µM]
COc1ccc(OC)c(CN2CCc3nc(N4CCN(c5ccccc5F)CC4)ncc3C2)c1 | 2%
CS(=O)(=O)/C(=C\c1cccc(Cl)c1)C(=O)c1ccccc1 | -18%
Cc1cccc(C)c1NC(=O)Cn1c(=O)n(CCCC(=O)NC2CCN(Cc3ccccc3)CC2)c(=O)c2ccccc21 | -14%
CNc1nccc(N2CCC(CC(=O)NCc3ccncc3)CC2)n1 | 1%
O=C(CN1C(=O)NC2(CCCC2)C1=O)Nc1ccc(C(F)(F)F)cc1 | 34%
CCN1CCC(O)(c2csc(CN(CC)CC)n2)CC1 | -17%[86.2 µM]
Cc1ccc(C(=O)c2oc3ccccc3c2NC(=O)COc2ccc(C(C)C)cc2)cc1 | ?
CCOC(=O)C1=C(C)NC(=O)NC1c1ccc(C(=O)OC)cc1 (stereo not given) | -8%
COc1ccc(-c2[nH]nc3ncc(-c4ccccc4F)nc23)c(C)c1 | ?
CCOC(=O)CC(NC(=O)c1cc2c(=O)n3cccc(C)c3nc2s1)c1ccc(OCC)c(OC)c1 (stereo not given) | ?
COc1ccc(-c2nnc(C3CCN(C(=O)c4ccccc4F)CC3)o2)cc1 | ?
O=S(=O)(NCCCO)c1ccc(Cl)cc1 | 18%
CCCC(C)(C)NC(=O)CCc1ccc(OC)c(OC)c1 | 12%
O=C1C(OCC2CC2)C2(CCCCC2)N1C1CCN(Cc2ccncc2F)CC1 (stereo not given) | 15%
Cc1c(C)c2ccc(OCC(=O)Nc3ccc4c(c3)OCCO4)cc2oc1=O | -1%
Cn1c(=O)c2nc(SCCC(=O)O)n(C)c2n(C)c1=O | 10%
Cc1cn2nc(C(=O)N3CCC(C(=O)NCCc4ccccc4)CC3)cc2c(=O)[nH]1 | 0%
Nc1nc2c(ccc3ccccc32)s1 | ?

As a short view, part of the list above:
SMILES | KDM5B inhibitor
O=C(NCc1cccs1)c1ccccn1 | 11%
CC(C)(C)c1coc([C@@H]2COCCN2C2CCCCC2)n1 | 7%[115 µM]
COc1ccc(OC)c(CN2CCc3nc(N4CCN(c5ccccc5F)CC4)ncc3C2)c1 | 2%
CS(=O)(=O)/C(=C\c1cccc(Cl)c1)C(=O)c1ccccc1 | -18%
Cc1cccc(C)c1NC(=O)Cn1c(=O)n(CCCC(=O)NC2CCN(Cc3ccccc3)CC2)c(=O)c2ccccc21 | -14%
CNc1nccc(N2CCC(CC(=O)NCc3ccncc3)CC2)n1 | 1%

The listing continues.
SMILES | KDM5B inhibitor
COc1ccc(OC)c(CNC(=O)c2cnc(N(C)C)nc2)c1 | -16%
O=C(C1CCCCC1)N1CCC(C2CCN(Cc3cccc(F)c3F)CC2)C1 (stereo not given) | -1%
O=C(COc1ccc(C2CCCCC2)cc1)Nc1ccc2oc(-c3ccncc3)nc2c1 | -5%
O=C(O)c1sccc1NC(=O)c1c(Cl)cccc1Cl | -2%
COc1ccc(NC(=O)CN(C)S(=O)(=O)c2ccc(Br)s2)cc1 | 4%
CCC1CCC2(CC1)NC(=O)N(Cc1coc(-c3cccs3)n1)C2=O (stereo not given) | 17%
CCNC(=O)N1CCC[C@@H](O)[C@H](NC(=O)c2ccc(OCc3c(C)noc3C)cc2)C1 | -11%[86.2 µM]
CCC(C(=O)NCCc1ccc(Cl)cc1)n1ccc2cc(S(=O)(=O)N3CCCCC3)ccc21 (stereo not given) | -8%
O=c1[nH]c(=O)n(Cc2ccco2)c2nccc(-c3ccc4c(c3)OCO4)c12 | ?
O=C1CC(c2ccc(F)c(F)c2)c2cc(Br)c3ccccc3c2N1 (stereo not given) | 18%
COc1ccc(N2CCN(c3csc4ccccc4c3=O)CC2)cc1 | ?
O=C(/C=C/Nc1ccc(OCc2ccccc2)cc1)c1ccc(Br)cc1 | 26%
COC(=O)c1c(S(=O)(=O)N2CCCCCCC2)sc2c1CCN(C(=O)C1CC=CCC1)C2 (stereo not given) | -32%
CC(C)(CNC(=O)C1CCCCC1)CNC(=O)C1CCCCC1 | 6%
COc1ccccc1NS(=O)(=O)c1cc(NC(=O)c2n[nH]c3ccccc23)ccc1C | 102%[activator]
CNC(=O)c1ccc(-c2nc(CN3CCN(C(=O)Nc4ccc(C(=O)OC)cc4)CC3)c(C)o2)cc1 | -18%
O=C(c1cc(C2CC2)nc2onc(C3CCCNC3)c12)N1CCOCC1 (stereo not given) | ?
c1ccc(CCc2noc(CN3CCCCC3CCn3cccn3)n2)cc1 (stereo not given) | ?
COc1ccccc1CN1CC[C@@H](CO)N(C)c2ncccc2C1 | 32µM*
Cc1cc(C)n(-c2ccc(C(=O)OCC(=O)NC(=O)NC3CCCCC3)cc2)n1 | -6%
Cc1nc(N2CCN(C(=O)c3ccc(C(C)(C)C)cc3)CC2)cc(C(F)(F)F)n1 | -7%
Cc1cc(C)c(NC(=O)c2cc3c(=O)n4ccccc4nc3n2C)c(C)c1 | ?
O=C(O)c1cc(F)c(F)cc1Cl | 21%
COc1ccc(C2(C(=O)N3CCc4nn(C)c(=O)n4CC3)CC2)cc1 | 14%
CCN(CC)S(=O)(=O)c1ccc(C(=O)Nc2ccccc2OC(F)F)cc1 | -8%
CC(C)(C)c1ccccc1NC(=O)C1CCCC1 | 6%
COc1ccc(-c2cn(CCn3[nH]c(=O)c4ccccc4c3=O)nn2)cn1 | -1%
O=C(COc1ccccc1Cl)OCC(=O)c1ccc(-c2ccccc2)cc1 | -15%
N#Cc1c(NC(=O)c2cc3nc(-c4ccc(Br)cc4)cc(C(F)(F)F)n3n2)sc2c1CCCC2 | -3%
COc1ccc(CN2CC3(CCN(C(=O)Nc4cccc(Cl)c4)CC3)C2=O)cc1 | 33%
O=C(Nc1ccc(OC(F)F)cc1)c1n[nH]c(=O)c2ccccc12 | 4%
Cc1cccc(N2CCN(c3ncnc4c3nc3n4CCCCC3)CC2)c1C | -25%
O=C1CC(c2ccccc2)N(C(=O)CNC(=O)c2ccc3ccccc3n2)CCCCCCN1 (stereo not given) | 7%
CCCn1c(C)cc(C(=O)CSc2n[nH]c(C3CC3)n2)c1C | 7%
CN1CCN(C(=O)c2cnn(-c3ccccc3)c2NC(=O)c2ccccc2Cl)CC1 | 31%
CCC(=O)Nc1ccc(-c2csc(NCc3ccco3)n2)cc1 | 0%
COc1cccc(CN2CCOc3ccc(C(=O)NCc4ccc(C)cc4)cc3C2)c1 | 1%
Cc1cccc(CNC(=O)CSCc2cnn(-c3ccccc3)c2-n2cccc2)c1 | -23%
CC1CCC(NC(=O)CSc2ncnc3c2cnn3-c2ccccc2)CC1 (stereo not given) | -14%
O=C(NCCc1nnc2n1CCCCC2)Nc1ccccc1F | -10%
CCOCC(=O)N1CCC2(CC1)CC(c1ccccc1)C(=O)N2C (stereo not given) | 13%
O=C(c1ccc(Cl)cc1)N1CC2(CCCN2Cc2ccccn2)Cc2ccccc21 (stereo not given) | ?
CCn1nc(-c2ccc3c(c2)OCCO3)nc1N(C)C | ?
CC1CCC2(CC1)NC(=O)N(CC(=O)Nc1ccc(F)cc1F)C2=O (stereo not given) | -4%
CCOCCCNC(=O)Cn1cc2c(n1)-c1c(oc(C(=O)N3CCCC3)c1C)CC2 | ?
O=C(O)c1cccc(C2CCCN(C(=O)c3ccc4c(c3)ncn4CCO)C2)c1 (stereo not given) | 22%
COc1ccc(-c2c(C)oc3cc(OCC#N)ccc3c2=O)cc1OC | 7%
CCOC(=O)c1oc2cc(O)c(CC)cc2c(=O)c1-c1nc2ccccc2s1 | 15%
CN(C)c1ccc(C(=O)N/N=C/c2ccc(Br)s2)cc1 | -4%
CCn1ccc2c(OCC(=O)NCc3ccc(F)cc3)cccc2c1=O | ?
O=C(NCCC(c1ccccc1)c1ccccc1)NNc1cnccn1 | ?
Cc1nnc2n1C(C)CN(C(=O)CCCn1nnc(-c3ccc(F)cc3)n1)C2 (stereo not given) | -10%
S=C(NCCc1ccccc1)Nc1ccccc1Cc1ccccc1 | -24%
Cc1ccc(CN(C(=O)c2ccc(F)cc2)c2ccccn2)o1 | -13%
Cc1ccc2[nH]c(CSc3ccccc3)cc(=O)c2c1 | 6%
COc1cccc(NC(=O)Cn2cc(OC)c(=O)cc2CSc2ccc(F)cc2)c1 | -11%
CCOc1cc(C2C3=C(CC(C)(C)CC3=O)OC3=C2C(=O)CC(C)(C)C3)ccc1OC(C)=O | 12%
